# Assay outcomes: PubChem BioAssay, several laboratories
# KOR beta-arrestin-1: KOR agonists, beta-arrestin recruitment, primary screen, cell-based, luminescence, uHTS (AID 1777) | KOR beta-arrestin recruitment, luminescence; higher % means a stronger effect | activation, % at 10 µM; hits with a dose series show EC50 in µM | 280,000 tested, 0.02% active; in the data active means activation above about 50%, passing the limit was not always enough; further: a part of the inactive calls stands beside numbers as strong as those of hits
# NOD1 inhibition: inhibition of NOD1-driven NF-kB reporter – cell-based, luminescence, uHTS, primary screen (AID 1578). NOD1-driven NF-kB luciferase reporter cells, luminescence; higher % means a stronger effect. inhibition, % at 4 µM, or EC50 in µM where a hit was titrated. 290,000 tested, 1% active; in the data active means inhibition mostly above about 36%, no sharp cut-off; inactive means mostly below about 34%;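 further: HEK-293T reporter cells stimulated with the NOD1 agonist gamma-tri-DAP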
# West Nile antiviral: West Nile virus antiviral activity, cell-based, CPE readout (AID 1621) | West Nile virus-infected cells, CPE inhibition; higher % means a stronger effect | one-dose CPE inhibition, % at 10 µM; IC50 in µM for titrated hits | 290,000 tested, 0.02% active; in the data active means a potency from the dose series; further: strong numbers were not always called active
# KOR beta-arrestin-2: KOR antagonists, beta-arrestin recruitment, cell-based, luminescence, uHTS (AID 1778); KOR beta-arrestin recruitment, luminescence, antagonist mode; higher % means a stronger effect; inhibition, % at 10 µM; hits with a dose series show IC50 in µM; 290,000 tested, 0.091% active; further: strong numbers were not always called active
# NS5 inhibitors: Dengue-2 NS5 methyltransferase inhibitors, primary screen, biochemical, confirmation dose response (AID 588689). Dengue-2 NS5 methyltransferase capping enzyme assay, biochemical; higher % means a stronger effect. one-dose inhibition, % at 25 µM; IC50 in µM for titrated hits. 340,000 tested, 0.3% active; in the data active means a potency from the dose series
# HEK293 NOD2/NF-kB: NOD2 signaling inhibitors, cell-based, luminescence, uHTS, HEK293 (AID 1566) | HEK293 NOD2/NF-kB luciferase reporter, luminescence; higher % means a stronger effect | inhibition, % at 4 µM; hits with a dose series show EC50 in µM | 290,000 tested, 0.63% active; further: many of its hits are not listed in these tables
# HIV peptide binding: cell-free HIV fusion peptide-binding blockers – biochemical, uHTS, fluorescence dequenching, primary screen (AID 1986); cell-free peptide binding, fluorescence dequenching, 30 min; higher % means a stronger effect; inhibition, % at 20 µM; hits with a dose series show IC50 in µM; 290,000 tested, 0.3% active; in the data active means inhibition mostly above about 52%, no sharp cut-off; inactive means mostly below about 76%; further: some results filed as inactive read as strong as hits
# AID2073: disruptors of CaV2.2 binding to Mint1 – biochemical, HTRF (AID 2073); HTRF protein-protein interaction, Mint1-CaV2.2; higher % means a stronger effect; inhibition, % at 20 µM; hits with a dose series show IC50 in µM; 290,000 tested, 0.19% active; in the data active means inhibition mostly above about 51%, no sharp cut-off; further: some results filed as inactive read as strong as hits
# Yfh1-off respiration: mitochondrial function rescue without frataxin homolog – Friedreich's ataxia, plus single-dose screen, dose response (AID 1465); S. cerevisiae Yfh1-off respiration, WST-1 reduction, 72 h; higher fold induction means a stronger effect; fold induction at 50 µM, or EC50 in µM where a hit was titrated; 220,000 tested, 0.074% active;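 active means fold induction of absorbance versus untreated yeast above a set limit, then at least 30% activation at any dose in follow-up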;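 further: activators that raise dye reduction in frataxin-depleted yeast; strong numbers were not always called active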
# NS5 inhibitors pilot replicate: also measured in NS5 inhibitors; calls as there; inhibition, %; measured here: pilot screen replicate inhibition
# Active calls of the source: *; i = inactive; x = not tested or not shown; [ ] = another dose, or the depositor's remark. Unless noted, no stated cut-off is given here; in the data, active means inhibition above about 50%; inactive means the rest. This is a subset; the hit share may differ from the screen's.
SMILES,KOR beta-arrestin-1,NOD1 inhibition,West Nile antiviral,KOR beta-arrestin-2,NS5 inhibitors,HEK293 NOD2/NF-kB,HIV peptide binding,AID2073,Yfh1-off respiration,others
Cc1cc(C)nc(SCc2cn3c(C)cccc3n2)n1,1.8%,-11.1%,-0.3%,12.9%,x,3.0%,-0.5%,-24.3%,i,
Cc1cc(S(=O)(=O)n2cnc3cc([N+](=O)[O-])ccc32)ccc1Cl,1.8%,11.7%,-0.6%,-22.0%,-5.8%,-31.4%,3.6%,-0.7%,i,
O=C(N/N=C/C1CC=CCC1)c1ccc(O)cc1O (configuration not stated),-2.3%,-41.6%,0.3%,3.5%,1.4%,-5.3%,5.2%,6.1%,i,
O=c1cc(CSc2nnc(C3CC3)n2Cc2ccccc2)nc2sccn12,-1.8%,-28.2%,-0.7%,-24.8%,-3.8%,-0.5%,5.6%,-13.2%,i,
Cc1cc(NC(=O)c2ccc(Cn3nc(C)c(Br)c3C)o2)no1,3.7%,-22.5%,-0.5%,19.4%,-2.8%,2.7%,-0.8%,-3.6%,i,
CN(CC1CCCN(CCc2ccccc2F)C1)C(=O)c1ccoc1 (configuration not stated),0.0%,-8.4%,0.1%,-2.0%,0.5%,-1.9%,-0.3%,0.1%,x,
CCn1cc(CN2CCCC(C(=O)Nc3cccc(-c4cc5ccccc5[nH]4)c3)C2)c(C)n1 (configuration not stated),-2.9%,-16.0%,-1.3%,-38.0%,-13.6%,5.9%,-0.8%,1.9%,x,
O=C(NC12CC3CC(CC(C3)C1)C2)N1CCCC(CO)C1 (configuration not stated),2.8%,-15.9%,-0.2%,10.8%,-2.7%,-22.3%,3.7%,5.4%,i,
COc1ccccc1N1CCN(/N=C\c2sccc2C)CC1,-3.9%,-34.5%,-0.8%,6.9%,-3.0%,2.4%,0.3%,6.3%,i,
Cc1ccc(C2=NOC(=O)/C2=C\c2ccc(C)o2)cc1,8.8%,4.9%,-0.3%,-85.0%,28.5%,-24.6%,14.3%,15.1%,i,
Cc1ccccc1NC(=O)c1ccc(C)c(S(=O)(=O)Nc2cccnc2)c1,4.7%,-34.3%,0.0%,-8.6%,0.7%,5.6%,-0.7%,5.4%,x,
O=C(O)c1cccc(NC2=C(n3nnc4ccccc43)C(=O)c3ccccc3C2=O)c1,6.7%,-5.1%,0.9%,-2.5%,0.3%,6.1%,-2.0%,-12.6%,i,
Cc1ccc(SCCC(=O)Nc2cc(C)on2)cc1,-0.8%,-18.4%,0.0%,11.0%,-4.8%,6.5%,3.1%,7.7%,i,
Nc1ccc(CC2SC(=O)NC2=O)cc1 (configuration not stated),1.9%,-31.0%,0.0%,-16.7%,-5.6%,-1.6%,1.3%,-3.7%,i,
COc1cc(OC)cc(C(=O)Nc2ccc(NC(=O)c3ccco3)c(Cl)c2)c1,38.3%,-3.4%,-0.6%,9.4%,-4.5%,6.7%,0.9%,15.7%,i,
COc1ccc(Oc2cccc(Cl)c2CNC(=O)CSCC(=O)O)cc1,2.2%,-6.8%,0.3%,33.5%,-1.6%,-2.1%,-0.7%,5.2%,i,
Cc1ccccc1C(=O)Nc1ccccc1N1CCCCC1,-3.7%,-3.4%,-1.5%,-5.2%[20 µM],-6.2%,10.9%,-0.6%,-10.5%,i,
Cc1cc[n+](-c2nc3ccccc3nc2C(=C=[N-])C#N)cc1,4.7%,-37.8%,0.2%,4.3%,0.0%,-12.4%,0.2%,17.8%,i,
Cc1ccc(C2c3c(oc4ccccc4c3=O)C(=O)N2c2nncs2)cc1 (configuration not stated),0.3%,-5.0%,0.2%,4.2%,7.5%,3.9%,-1.6%,19.2%,i,
O=C(COC(=O)CCC(=O)c1ccc(F)cc1)Nc1ccc(F)cc1F,-3.5%,-21.2%,0.9%,-0.2%,-2.3%,3.7%,-0.8%,-2.0%,i,
COc1ccc(Oc2cn[nH]c2-c2ccc(OCC(=O)NN)cc2O)cc1,-0.8%,4.6%,-0.5%,28.9%,-2.6%,-12.1%,-1.7%,-0.2%,x,
O=C(N/N=C/c1c[nH]c2c1ccc1ccccc12)c1ccc([N+](=O)[O-])cc1,-0.2%,11.8%,0.0%,15.5%,3.6%,25.6%,-0.8%,40.2%,i,
Cc1nn(C)c(C)c1S(=O)(=O)N(CC(=O)NC1CCCCCC1)c1ccc(C(C)C)cc1,8.8%,-33.3%,-0.1%,9.6%,4.2%,11.0%,2.6%,1.3%,i,
CN1CCN(c2ccc(NC(=O)COc3ccccc3)cc2Cl)CC1,0.2%,1.7%,-0.4%,-39.8%,0.7%,-11.6%,0.0%,11.0%,x,
Cn1c(-c2cc3ccc(OC(=O)C(C)(C)C)cc3oc2=O)nc2ccccc21,-1.7%,-6.2%,-0.1%,-3.8%,0.7%,-60.1%,-3.3%,26.2%,i,NS5 inhibitors pilot replicate=0.9

# The final 2 entries of the part above are carried over, then new ones follow:
SMILES,KOR beta-arrestin-1,NOD1 inhibition,West Nile antiviral,KOR beta-arrestin-2,NS5 inhibitors,HEK293 NOD2/NF-kB,HIV peptide binding,AID2073,Yfh1-off respiration,others
CN1CCN(c2ccc(NC(=O)COc3ccccc3)cc2Cl)CC1,0.2%,1.7%,-0.4%,-39.8%,0.7%,-11.6%,0.0%,11.0%,x,
Cn1c(-c2cc3ccc(OC(=O)C(C)(C)C)cc3oc2=O)nc2ccccc21,-1.7%,-6.2%,-0.1%,-3.8%,0.7%,-60.1%,-3.3%,26.2%,i,NS5 inhibitors pilot replicate=0.9
CNC(=O)CSc1nnc(C2CC2)n1-c1ccccc1,1.0%,-12.5%,0.6%,-6.7%,1.5%,-4.1%,-0.4%,0.5%,i,
Cc1ccc(-n2cc(CCCCCCCCC(=O)O)nn2)cc1,3.1%,-18.3%,0.4%,0.6%[20 µM],-7.7%,9.4%,1.5%,20.4%,x,
Cc1cccc(C)c1NC(=O)C(c1ccc(Cl)cc1Cl)N1CCCCC1 (configuration not stated),3.6%,-31.4%,-0.1%,-18.8%,1.6%,-73.6%,0.9%,9.6%,i,
Cc1ccc(S(=O)(=O)Oc2ccc(/C=C3\C(=N)N4N=C(S(C)(=O)=O)SC4=NC3=O)cc2)cc1,3.6%,-11.0%,0.5%,-37.1%,20.3%,9.6%,16.2µM*,9.1%,x,
O=C(NCCN1CCCCC1)c1ccc(Oc2cc(Cl)cc(Cl)c2)o1,-1.3%,-4.7%,-0.8%,x,x,1.8%,-1.4%,2.2%,i,
Cc1cc(C(F)(F)F)nn1CC(=O)N1CCCCC1C (configuration not stated),0.3%,-6.3%,-0.1%,10.1%,2.2%,10.3%,0.1%,3.0%,i,
COc1ccc(NC(=O)c2cccc(N3C(=O)C4CC=C(C)CC4C3=O)c2)c(OC)c1 (configuration not stated),4.4%,8.3%,-0.4%,10.3%,-4.9%,6.8%,0.9%,-8.8%,x,
CO/N=C(/CS(=O)c1ccc(Br)cc1)c1ccc(OC)cc1 (configuration not stated),-0.6%,-16.0%,-0.2%,1.0%,0.0%,13.9%,1.3%,3.0%,i,
CS(=O)(=O)c1ccc2nc(NC(=O)c3ccc(Cl)nc3)sc2c1,-3.4%,-30.2%,0.9%,-11.1%,-3.9%,-4.0%,5.0%,28.1%,i,
Cc1c(CNCCc2ccccc2Cl)c(C(=O)O)c(C)n1-c1ccccc1,-4.1%,-6.3%,-0.4%,3.5%,-3.3%,15.6%,-1.9%,5.0%,x,
CC(C(=O)N1CCc2ccccc21)N1CCc2ccccc2C1 (configuration not stated),-4.9%,-23.5%,-0.1%,1.5%,-3.2%,1.7%,-1.5%,-1.1%,i,
CN(C(=O)c1ccc2c(c1)CCN2S(C)(=O)=O)c1ccccc1,-0.6%,-23.3%,-1.5%,13.4%[20 µM],-5.2%,-4.3%,-0.1%,-1.7%,i,
CC(C)C(=O)Nc1c(C(=O)N2CCN(c3ncccn3)CC2)oc2ccccc12,-3.8%,-0.5%,-0.4%,3.1%,-3.6%,12.2%,-1.0%,9.0%,x,
COc1cc(O)c(NC(C)=O)c2nonc12,-2.6%,-20.0%,-0.1%,38.2%,15.0%,0.5%,-3.7%,1.8%,i,
COC(=O)Cc1[nH]n(-c2nc3ccccc3s2)c(=O)c1C(C)=Nc1ccc(OC)cc1,13.0%,x,-1.4%,x,-0.8%,0.1µM*,-2.5%,-11.0%,i,
c1ccc(-c2cc3n(c2)CCc2ccccc2-3)cc1,-4.6%,-15.7%,-0.2%,-24.9%,2.7%,0.3%,3.4%,-4.9%,i,
COc1ccccc1NC(=O)NCCN1CCN(C(=O)Nc2ccccc2OC)CC1,-1.8%,-19.7%,0.6%,-5.2%,-8.7%,2.2%,-1.5%,-8.7%,i,
Cc1cccc(S(=O)(=O)Nc2nc3ccccc3nc2Nc2ccc3c(c2)OCO3)c1,20.6%,29.7%,-0.5%,-30.5%,9.1%,4.7%,20.9%,-5.7%,i,
COc1ccc2c(C)cc(N3CCOCC3)nc2c1,6.0%,x,0.3%,-4.3%,-6.6%,-28.9%,-0.5%,2.2%,i,
O=C(O)c1ccc(Cl)c(S(=O)(=O)N(Cc2ccccc2)c2ccc(Cl)cc2)c1,-5.8%,13.4%,-0.1%,-10.2%,15.0%,16.2%,42.2%,13.4%,x,
COc1ccccc1NC1=NC(C)(C)N=C(N)N1,5.1%,0.4%,0.2%,-14.6%,3.7%,0.6%,1.5%,-5.4%,i,
O=C(NCc1cc([N+](=O)[O-])ccc1O)c1cccnc1Sc1ccccc1Cl,2.4%,-23.3%,-0.6%,4.0%,19.0%,27.3%,1.1%,2.1%,x,
CCCCNC(=O)N1CCc2ccccc2C1,-2.0%,-23.7%,-0.4%,-4.0%,0.7%,-5.4%,2.9%,-1.1%,i,
O=S1(=O)CCN(Cc2ccc(Cl)c(Cl)c2)CC1,4.2%,12.9%,1.0%,-12.4%,2.0%,-3.9%,-2.0%,-6.4%,i,
O=C(CNc1ccccc1)NN=C1CCCC1,-7.4%,-32.3%,-0.2%,-12.0%,-3.4%,-2.6%,-2.1%,-8.6%,i,
N#CCCCCN1CCCC1,1.2%,-9.7%,0.4%,20.1%,-1.3%,4.2%,-0.5%,7.0%,i,
O=C(NC1CCCCC1)N(CCN1CCOCC1)Cc1cc2cc3c(cc2[nH]c1=O)OCCO3,-0.6%,-4.8%,0.8%,-19.3%,1.1%,7.8%,9.6%,2.3%,i,
Nc1ccn(Cc2cccc(Cl)c2)n1,-1.3%,-34.0%,0.8%,2.1%,2.9%,-7.2%,-0.1%,-1.8%,i,
COc1ccccc1NS(=O)(=O)c1cn(C)cn1,-1.8%,6.1%,-0.3%,-10.1%,-6.3%,8.3%,-0.5%,11.5%,x,

# Arranged by formula weight (falling): part of the list above
SMILES,KOR beta-arrestin-1,NOD1 inhibition,West Nile antiviral,KOR beta-arrestin-2,NS5 inhibitors,HEK293 NOD2/NF-kB,HIV peptide binding,AID2073,Yfh1-off respiration,others
O=c1cc(CSc2nnc(C3CC3)n2Cc2ccccc2)nc2sccn12,-1.8%,-28.2%,-0.7%,-24.8%,-3.8%,-0.5%,5.6%,-13.2%,i,
Cc1ccccc1NC(=O)c1ccc(C)c(S(=O)(=O)Nc2cccnc2)c1,4.7%,-34.3%,0.0%,-8.6%,0.7%,5.6%,-0.7%,5.4%,x,
Cc1cc(C(F)(F)F)nn1CC(=O)N1CCCCC1C (configuration not stated),0.3%,-6.3%,-0.1%,10.1%,2.2%,10.3%,0.1%,3.0%,i,
